Source: PubChem
TRPC4 block = inhibitors of mouse TRPC4 channel; hit rate 0.39% among 300,000; Q9QUQ5; AID 2247; HEK293 TRPC4beta/mu-opioid, DAMGO-evoked Fluo4 calcium flux; active compounds read low; B-score at 10 µM;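 active = B-score over 3 SD under the library average, no early fluorescence shift, positive overall ratio signal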
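Assay system: HEK293 cells with stable TRPC4beta plus mu-opioid receptor expression. Dosing: single dose. Measured by: Fluo4 Ca2+ flux fluorescence. Also added: DAMGO in two steps, submaximal then maximal. Read-out: B score from integrated Fluo4 fluorescence ratio.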
MrgX1 ag = human MrgX1 receptor agonism, primary screen | MrgX1-HEK293 cells, Fluo-4 calcium fluorescence, agonist mode; active compounds read high | B-score at 10 µM | hit rate 0.44% among 310,000 | AID 588627;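 active = calcium response B-score plate-corrected fluorescence ratio at least 3 library SD, with starting fluorescence B-score inside 5 SD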
Target sequence (Q96LB2 whole entry, looked up): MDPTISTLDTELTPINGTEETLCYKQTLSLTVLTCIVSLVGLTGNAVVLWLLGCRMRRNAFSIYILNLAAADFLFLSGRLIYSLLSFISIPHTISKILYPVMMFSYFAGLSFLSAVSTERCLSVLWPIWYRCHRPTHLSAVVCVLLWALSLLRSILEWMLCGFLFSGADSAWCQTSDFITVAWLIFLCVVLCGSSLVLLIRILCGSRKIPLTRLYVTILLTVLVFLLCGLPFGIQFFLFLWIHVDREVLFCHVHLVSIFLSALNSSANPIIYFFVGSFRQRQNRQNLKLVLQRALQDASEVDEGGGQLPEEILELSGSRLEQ
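Test system: HEK293 cells stably expressing human MrgX1 receptor; amount: 15,000 cells per well; doses: compound delivered in addition one of three; times: overnight plating before 1 h dye loading; detection: Fluo-4 NW calcium-flux fluorescence, kinetic read; read-out basis: B-scored fluorescence response ratio; controls: positive and negative controls per plate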
TRPC4 agonist = TRPC4 (mouse) channel activation; HEK293 TRPC4beta/mu-opioid, Fluo4 calcium fluorescence; active compounds read high; B-score at 10 µM; hit rate 0.49% among 310,000; Q9QUQ5;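 active = B-score above 5 SD of library B-scores, and initial fluorescence ratio not above library mean plus 5 SD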;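 also: positive B-score marks a calcium rise read as TRPC4 activation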
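Incubation: 45 min room-temperature Fluo4 loading, 110 s read / System: HEK293 cells stably co-expressing mouse TRPC4beta and mu-opioid receptor / Signal: Fluo4 fluorescence, kinetic / Control set: buffer (low) and maximal DAMGO (high) / Measure: integrated baseline-normalised fluorescence ratio, converted to per-well B score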
MrgX1 antagonist = blocks BAM8-22 activation of human MrgX1 receptor. MRGX1-HEK293 calcium flux, Fluo-4, BAM8-22 antagonism; active compounds read low. B-score at 10 µM. hit rate 1.3% among 310,000;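 active = calcium-response B-score plate-corrected more than 3 library SD below zero, starting fluorescence within 5 deviations, no agonist response on first addition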;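 also: peak minus trough fluorescence over baseline after final BAM8-22 challenge near maximal dose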
TRPC6 inh = blocks the mouse TRPC6 cation channel. Q61143. B-score at 10 µM. HEK293-TRPC6, membrane potential dye, ACh-evoked depolarization; active compounds read low. hit rate 1.1% among 310,000;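 active = B-score under library mean minus 3 SD, initial fluorescence not abnormally high, positive integrated signal ratio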;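 also: B-score derived from integrated fluorescence ratio over the kinetic read; more negative B-score means stronger inhibition of depolarization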
MrgX1 PAM = human MrgX1 positive allosteric modulation, primary screen | Q96LB2 | MrgX1-HEK293, Fluo-4 calcium flux, FDSS; active compounds read high | B-score at 10 µM | hit rate 0.63% among 310,000 | AID 588675;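 active = plate-corrected calcium response at least 3 library SD above typical, normal starting fluorescence, not activating the receptor alone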;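 also: compound read alongside a low EC10 to EC30 dose of BAM8-22 agonist; peak minus trough fluorescence over baseline measured at the second addition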
TRPC6 act = activates the mouse TRPC6 cation channel. HEK293-TRPC6 membrane potential dye fluorescence; active compounds read high. B-score at 10 µM. hit rate 0.13% among 310,000;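 active = B-score of the integrated fluorescence ratio above library mean plus 3 SD, and starting fluorescence ratio within library mean plus 5 SD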;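 also: higher score means more depolarization so channel activation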
TMEM16A act = mouse TMEM16A channel activation, primary screen; hit rate 0.3% among 340,000; HEK293 TMEM16A/YFP-H148Q/I152L, iodide quench fluorescence; active compounds read low; B-score at 10 µM; Q8BHY3; AID 623877;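 active = fluorescence-ratio B-score plate-corrected deviation score at least 3 library SD below zero, with starting fluorescence score within 5 deviations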;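 also: channel opened by trigger with iodide after compound preincubation; score built on the fluorescence ratio of max minus min over baseline; more negative score means more quench and so TMEM16A activation or potentiation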
ANO1 block = mouse TMEM16A channel inhibition, primary screen | Q8BHY3 | HEK293 TMEM16A/YFP iodide influx fluorescence, ionomycin | normalized B-score (activity score, 25-100; higher = stronger inhibition) at 10 µM | hit rate 1.2% among 310,000 | AID 588511;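 active = ratio plate-corrected score three or more library SD toward inhibition, starting fluorescence score within five deviations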;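 also: score derived from kinetic fluorescence span divided by baseline fluorescence per well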
TRPC4 potent = TRPC4 (mouse) allosteric potentiation. Q9QUQ5. HEK293 TRPC4beta/mu-opioid, DAMGO EC20, Fluo-4 Ca2+ flux; active compounds read high. B-score at 10 µM. hit rate 0.42% among 310,000;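 active = B-score of calcium response area above 5 SD of library B-scores, with initial fluorescence ratio within 5 SD of library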;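 also: B-score of integrated fluorescence ratio over time as area under calcium response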
RGS4 inh = human RGS4 inhibition; hit rate 0.45% among 310,000; B-score at 10 µM; P49798; HEK293 M3R/RGS4 inducible, Fluo-4 calcium flux; active compounds read high; triggered by carbachol at its EC20;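 active = B-score, a plate-corrected calcium signal, over three deviations above library mean, with baseline fluorescence within five deviations of library mean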;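 also: RGS4 expression induced by doxycycline in cells with stable M3 receptor; B-score is computed from the integrated fluorescence ratio over baseline after carbachol; higher B-score means a larger calcium signal and so more RGS4 inhibition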
Target sequence (P49798 whole entry, looked up): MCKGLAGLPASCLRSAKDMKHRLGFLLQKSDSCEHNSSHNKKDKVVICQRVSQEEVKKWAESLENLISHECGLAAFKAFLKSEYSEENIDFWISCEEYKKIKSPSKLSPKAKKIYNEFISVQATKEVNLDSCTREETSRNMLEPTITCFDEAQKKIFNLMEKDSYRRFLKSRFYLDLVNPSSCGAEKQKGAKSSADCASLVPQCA
* hit, by the source's call; i = inactive; x = no result given.

SMILES	TRPC4 block	MrgX1 ag	TRPC4 agonist	MrgX1 antagonist	TRPC6 inh	MrgX1 PAM	TRPC6 act	TMEM16A act	ANO1 block	TRPC4 potent	RGS4 inh
Cc1ccccc1OCC(=O)NNC(=O)C1CCCCC1C(=O)O (stereo not given)	i	i	i	i	i	i	i	i	i	i	i
Cc1cc([N+](=O)[O-])ccc1NC(=O)C1CCCO1 (stereo not given)	i	i	i	i	i	i	i	i	i	i	i
O=C(Cn1c(=O)cnc2ccccc21)N1CCN(S(=O)(=O)c2ccc(F)cc2)CC1	i	i	i	i	i	i	i	i	i	i	i
N/C(=N\N=C\c1cccc([N+](=O)[O-])c1)c1nonc1N	i	i	i	i	i	i	i	i	i	i	i
CCCn1nnnc1NCc1cc(Br)ccc1OC	i	i	i	i	i	i	i	i	i	i	i
Cc1ccc(C(C(=O)NCc2ccccc2)N(C(=O)c2csnn2)C2CC2)cc1 (stereo not given)	i	i	i	i	i	i	i	i	i	i	i
O=C(NNC(=O)C1[C@H]2CCCC[C@@H]12)c1ccc(=O)oc1 (stereo not given in full)	i	i	i	i	i	i	i	i	i	i	i
CCCCOC(=O)c1ccc(NC(=O)c2ccoc2C)cc1	i	i	i	i	i	i	i	i	i	i	i
C=C(C)CN1C(=O)c2ccccc2C1=O	i	i	i	i	i	i	i	i	i	i	i
CCc1nn2c(=O)cc(CSCC(=O)Nc3ccccc3Cl)nc2s1	i	i	i	i	i	i	i	i	i	i	i
Cc1ccc(NC(=O)CCC(=O)N/N=C/c2cc([N+](=O)[O-])ccc2O)cc1	i	i	i	i	i	i	i	i	i	i	i
O=C(COC(=O)c1ccc(O)cc1)NCC1CCCO1 (stereo not given)	i	i	i	i	i	i	i	i	i	i	i
COc1ccc(S(=O)(=O)N2CCN(Cc3ccc4c(c3)OCO4)CC2)cc1F	i	i	i	i	i	i	i	i	i	i	i
COC(=O)CSc1nnc(-c2ccco2)o1	i	i	i	i	i	i	i	i	i	i	i
COc1cc(NC(=O)CCCNC(=O)c2ccc(Cl)cc2)cc(OC)c1OC	i	i	i	i	i	i	i	i	i	i	i
CC(=O)Nc1ccc(NC(=O)C/C(C)=N/NC(=O)COc2cc(C)c(Br)cc2Br)cc1	i	i	i	i	i	i	i	i	i	i	i
O=C1NCCN(Cc2ccoc2)C1CC(=O)N(Cc1ccccc1)CC1CCC1 (stereo not given)	i	i	i	i	i	i	i	i	i	i	i
CSC(=S)N/N=C(\C)c1ccccc1	i	i	i	i	i	i	i	i	i	i	i
Nc1c(C(=O)N/N=C/c2ccccc2Cl)oc2nc(-c3ccccc3)cc(-c3ccco3)c12	i	i	i	-7.66*	i	i	i	i	i	i	i
CCOC(=O)C1(CCCc2ccccc2)CCN(C(=O)c2cc(C)nc(C)n2)CC1	i	i	i	i	i	i	i	i	i	i	i
O=C1NC2(CCCC2)N=C1c1ccc(F)cc1	i	i	i	i	i	i	i	i	i	i	i
CCOC(=O)COc1ccc(Br)cc1/C=C\c1[nH]c(=O)[nH]c(=O)c1[N+](=O)[O-]	i	i	i	i	i	i	i	i	i	i	i
CC(=O)n1nc(-c2ccc(Cl)cc2)nc1NCc1ccco1	i	i	i	i	i	i	i	i	i	i	i
COc1ccc2[nH]c(=O)c(CN(CCN3CCCC3)C(=O)Nc3ccccc3Cl)cc2c1	i	i	i	i	i	i	i	i	i	i	i
CC(=O)OC(C(=O)NCc1ccco1)c1cccnc1 (stereo not given)	i	i	i	i	i	i	i	i	i	i	i
Cc1ccc(OCCOCCN(C)C)c(Cl)c1	i	i	i	i	i	i	i	i	i	i	i
COc1ccc(CCNc2nc(C)cc(C)n2)cc1OC	i	i	i	i	i	i	i	i	i	i	i
O=C(Cc1ccccc1)Nc1ccc(C(=O)Nc2ccccc2C(=O)O)cc1	i	i	i	i	i	i	i	i	i	i	i
Cc1ccc(C(C)C)c(OCc2nc(-c3nonc3N)no2)c1	i	i	i	i	i	i	i	i	i	i	i
CN(CCCNC(=O)CCCOc1cc(=O)n(C)c2ccccc12)Cc1ccccc1	i	i	i	i	i	i	i	i	i	19*	i
O=C(C[n+]1cccc(CNC(=O)c2ccc(OC(F)F)cc2)c1)c1ccccc1	i	i	i	i	i	i	i	i	i	i	i
CNc1nc(OC)nc(N(C#N)CN2C(=O)c3ccccc3S2(=O)=O)n1	i	i	i	i	i	i	i	i	i	i	i
CCC1CCCCN1Cc1nc2ccccc2c(=O)n1CC(C)=O (stereo not given)	i	i	i	i	i	i	i	i	i	i	i
Fc1cccc(NC(=S)NCCN2CCOCC2)c1	i	i	i	i	i	i	i	i	i	i	i
CC(=O)C(C(c1ccccc1)c1c[nH]c2ccccc12)[N+](=O)[O-] (stereo not given)	i	i	i	i	i	i	i	i	i	i	i
Cc1cc(C)cc(NC(=O)CSc2ccc(-c3cccs3)nn2)c1	i	i	i	i	i	i	i	i	i	i	i
CN(Cc1ccc(F)cc1)C(=O)c1ccc(NS(=O)(=O)c2ccc3[nH]c(=O)[nH]c3c2)cc1	i	i	i	i	i	i	i	i	i	i	i
COc1cc2c(=O)n(CCC(=O)NCC3CCCO3)c(=O)n(CC(=O)c3ccc(Cl)cc3)c2cc1OC (stereo not given)	i	i	i	i	i	i	i	i	i	i	i
O=C(NCCCN=C1NS(=O)(=O)c2ccccc21)c1ccc(Cl)cc1	i	i	i	i	i	i	i	i	i	i	i
COCCN(C(=O)CCCC(=O)Nc1ccccn1)C(C(=O)NC1CCCC1)c1ccc(C)cc1 (stereo not given)	i	i	i	i	i	i	i	i	i	i	i
CCc1ccc(NC2=NC(C(=O)NC3CCCCC3)CC(=O)N2)cc1 (stereo not given)	i	i	i	i	i	i	i	i	i	i	i
CC(C)NC(=O)C(C)Oc1ccc(S(=O)(=O)NCc2ccc3c(c2)OCO3)cc1 (stereo not given)	i	i	i	i	i	i	i	i	i	i	i
CCCNS(=O)(=O)c1ccc(CCC(=O)Nc2ccc3c(c2)OCO3)cc1	i	i	i	i	i	i	i	i	i	i	i
Cc1nc2scc(C)n2c(=O)c1S(=O)(=O)N1CCN(c2ccc(F)cc2)CC1	i	i	i	i	i	i	i	i	i	i	i
Cn1c(=O)c(C(=O)Nc2ncccc2O)c(O)c2ccccc21	i	i	i	i	i	i	i	i	i	i	i
COc1ccc(S(=O)(=O)N(CC(=O)Nc2ccc(S(=O)(=O)N3CCOCC3)cc2)c2ccccc2)cc1	i	i	i	i	i	i	i	i	i	i	i
O=C(NCc1ccccc1Br)c1ccco1	i	i	i	i	i	i	i	i	i	i	i
Cc1nn(C)cc1C=NCCOCc1ccccc1	i	i	i	i	i	i	i	i	i	i	i
Nc1[nH]nc2nc(N3CCCC3)nc(-c3ccccc3)c12	i	i	i	i	i	i	i	i	i	i	i
CC(C)(C)n1ncc2c(=O)n(CC(=O)N3CCCC3)cnc21	i	i	i	i	i	i	i	i	i	i	i
O=C(COc1ccc(Br)cc1Br)NC1CCCC1	i	i	i	i	i	i	i	i	i	i	i
COc1ccc(NC(=O)c2ccco2)cc1NC(=O)c1c(OC)cccc1OC	i	i	i	i	i	i	i	i	i	i	i
CCOc1ccc(OCC)c(NC(=O)CN2CCN(c3ccc(C)cc3C)CC2)c1	i	i	i	i	i	i	i	i	i	i	i
CC1CCN(C(=O)c2ccc(NS(=O)(=O)c3ccc4[nH]c(=O)[nH]c4c3)cc2)CC1	i	i	i	i	i	i	i	i	i	i	i
Cc1cccc([C@@H]2[C@@H]3C(=O)N(Cc4ccccc4)C(=O)[C@@H]3[C@]3(Cc4ccc(Cl)cc4)C(=O)N(c4cccc(Cl)c4)C(=O)N23)c1	i	i	i	i	i	i	i	i	i	i	i
COc1cc(OC)c(NC2=NCCCCC2)cc1Cl	i	i	i	i	i	i	i	i	i	i	i
CCCn1cnc2c(=S)nc(N)[nH]c21	i	i	i	i	i	i	i	i	i	i	i
O=C(Nc1ccc(C(F)(F)F)cc1)c1cc(S(=O)(=O)NCC2COc3ccccc3O2)ccc1F (stereo not given)	i	i	i	i	i	i	i	i	i	i	i
Cc1cc(C)n(CC(O)COc2ccc3ccccc3c2)n1 (stereo not given)	i	i	i	i	i	i	i	i	i	i	i
CCN(CCCNC(=O)C1CCC(=O)N1C(C)C)c1cccc(C)c1 (stereo not given)	i	i	i	i	i	i	i	i	i	i	i
(further entries)
SMILES	TRPC4 block	MrgX1 ag	TRPC4 agonist	MrgX1 antagonist	TRPC6 inh	MrgX1 PAM	TRPC6 act	TMEM16A act	ANO1 block	TRPC4 potent	RGS4 inh
CN(C(=O)c1cc2ccccc2oc1=O)C1(C)CCS(=O)(=O)C1 (stereo not given)	i	i	i	i	i	i	i	i	i	i	i
O=C(NCc1ccccc1)C1CCN(C(=O)NCc2ccccc2)CC1	i	i	i	i	i	i	i	i	i	i	i
O=[N+]([O-])c1ccccc1N/N=C/c1cccc(O)c1O	i	i	i	i	i	i	i	i	i	i	i
CC(NC(=O)OC(C)(C)C)C(=O)Oc1ccc2ccc(=O)oc2c1 (stereo not given)	x	i	x	i	x	i	x	i	i	x	x
CN1CCN(c2nnc(-c3ccc(Cl)cc3)c3ccccc23)CC1	i	i	i	i	i	i	i	i	i	i	i
c1ccc2[nH]c(SCCN3CCOCC3)nc2c1	i	i	i	i	i	i	i	i	i	i	i
CCCN(CC1CC1)C(=S)NC(=O)C1CC1	i	i	i	i	i	i	i	i	i	i	i
N#Cc1ccc(COc2cccnc2[N+](=O)[O-])cc1	i	i	i	i	i	i	i	i	i	i	i

Three entries already listed, ordered by count of non-hydrogen atoms, smallest number first.
SMILES	TRPC4 block	MrgX1 ag	TRPC4 agonist	MrgX1 antagonist	TRPC6 inh	MrgX1 PAM	TRPC6 act	TMEM16A act	ANO1 block	TRPC4 potent	RGS4 inh
c1ccc2[nH]c(SCCN3CCOCC3)nc2c1	i	i	i	i	i	i	i	i	i	i	i
N#Cc1ccc(COc2cccnc2[N+](=O)[O-])cc1	i	i	i	i	i	i	i	i	i	i	i
CC(NC(=O)OC(C)(C)C)C(=O)Oc1ccc2ccc(=O)oc2c1 (stereo not given)	x	i	x	i	x	i	x	i	i	x	x
